CCT chaperon mod: changes cytosolic chaperonin activity | purified chaperonin ATPase assay, HTRF ADP detection, 30 min | activity change, % (concentration not given with the values), hits read low | 360,000 tested, 0.3% active; in the data active = activity change below about -30%; note: % is set by controls: 0 for no effect and ±100 for the full control effect
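TRiC at 40 or 20 nM final (batch-dependent) in 30 mM Tris pH 7.4, 100 mM KCl, 5 mM MgCl2, 1 mM DTT, with compound at single 76 uM and 10 uM ATP, 30 min at 37 deg C. ADP detected by HTRF Transcreener, 665/615 ratio.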
A549 viability: counter-screen for Nrf2 inhibitors: cytotoxicity in A549 cells | A549 ARE-Fluc cells, CellTiter-Fluor viability, 18-24 h | Potency, µM (top dose mostly 46 µM), for the others: at the top dose activity change, negative = cytotoxicity, most hits filed as inhibitors | 390,000 tested, 0.16% active | AID 504648; note: potency is the fitted concentration of half-maximal effect; % is set by controls: 0 for no effect and ±100 for the full control effect
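Cytotoxicity counterscreen: CellTiter-Fluor fluorescence was measured in A549 ARE_Fluc cells after 18-24 h of compound exposure in a concentration series. The subsequent BugLite luminescent read reports ARE-luciferase activity.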
HepG2 viability: counter-screen for TGF-b inhibitors: cytotoxicity in HepG2 cells; HepG2 CAGA-GFP viability, ATP luminescence, 18 h; Potency, µM (top dose mostly 46.1 µM), for inactives: top-dose activity change, negative = cytotoxicity, most hits filed as cytotoxic; 410,000 tested, 0.76% active; AID 588856; note: potency is the fitted concentration of half-maximal effect; some results filed as inactive show a strong effect at the top dose
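CellTiter-Glo luminescence gave cytotoxicity after 18 hours at 37 degrees C. The cells were HepG2 CAGA-GFP in 1% FBS DMEM, stimulated with 500 pg/mL TGF-beta after compound addition. %Activity was normalised to no-cell wells (complete cell-killing) and DMSO (no toxicity), and curves were fitted and classified.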
Nrf2 inh: Nrf2 pathway inhibition; A549 ARE-Fluc reporter, luciferase luminescence, 18-24 h; 360,000 tested, 2.1% active; Potency, µM (doses to about 46 µM), for the others: at the top dose activity change, negative = inhibition, actives largely listed as inhibitors; note: potency is the fitted concentration of half-maximal effect; % is set by controls: 0 for no effect and ±100 for the full control effect; nearly all actives have a fitted effect of over 60% in size
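Concentration-response testing used A549 ARE_Fluc cells at 5000 cells/well. Following an 18-24 h compound incubation, viability was read by fluorescence (Ex 405/Em 525) and luciferase output by luminescence.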
ATXN viability: cell viability loss in ATXN counter-screen; S2 cells (HEK-293 line with an ATXN2-luciferase reporter) viability, CellTiter-Fluor protease fluorescence, 24 h; Potency, µM (titrated, usually from 56.7 µM), usual class: cytotoxic; 400,000 tested, 0.49% active; note: potency is the fitted concentration of half-maximal effect; nearly all actives have a fitted effect of over 40% in size
Nrf2 ARE act: Nrf2 pathway activation | AREc32 ARE-luciferase reporter (MCF7-derived line), luminescence, 24 h | Potency, µM (titrated, usually from 46.1 µM), for the others: at the highest dose activation, usual class: activators | 410,000 tested, 0.31% active; note: potency is the fitted concentration of half-maximal effect; % of control where 0% means no effect; nearly all actives have a fitted effect of over 65% in size
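For detection, Steady-Glo was added and plates sat 30 min at RT; before that, AREc32_Fluc cells grown overnight in OPTI-MEM/5% FBS had been treated with 23 nL compound for 24 hr at 37 deg C.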
Mm-Cpn inhibitor: blocks the Methanococcus maripaludis chaperonin Mm-Cpn | purified Mm-Cpn ATPase, ADP Transcreener TR-FRET | Potency, µM (top dose mostly 76.9 µM), inactives show at the top dose activity, negative = inhibition, usual class: inhibitors | 330,000 tested, 0.031% active; note: potency is the fitted concentration of half-maximal effect; % is set by controls: 0 for no effect and ±100 for the full control effect; nearly all actives have a fitted effect of over 80% in size
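Measured: ADP formation by purified Mm-CPN. Conditions: 25 nM protein, 10 uM ATP, Tris pH 7.4 with Mg2+, K+ and DTT, 37°C for 30 min. Detection: Transcreener HTRF after 30 min at room temperature.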
Akt phos inh: blocks phosphorylation of Akt; Neuro2A IGF-stimulated pAkt S473 HTRF, 20 min; active compounds read low; activity change, % for hits at 50 µM; 360,000 tested, 0.32% active; in the data active = activity change below about -80%; inconclusive = mostly about -51% to -80%; note: % is set by controls: 0 for no effect and ±100 for the full control effect
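Neuro2A cells (4,500/well, DMEM with 0.5% FBS) were treated with compound at a single 50 µM final concentration, stimulated with 6 nM IGF for 20 min at 37 °C, and lysed. Phospho-Akt Ser473 was read by HTRF as 665/615 ratio ×10^4.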
TGFb SMAD3 inh: TGF-b pathway inhibition | HepG2 CAGA-GFP TGF-b/SMAD3 reporter, GFP fluorescence, 18 h; TGF-beta stimulated, 500 pg/mL final | Potency, µM (top dose mostly 46.1 µM), for inactives: at the highest dose activity, negative = inhibition, usual class: inhibitors | 410,000 tested, 1.2% active; note: potency is the fitted concentration of half-maximal effect; % is set by controls: 0 for no effect and ±100 for the full control effect; nearly all actives have a fitted effect of over 65% in size
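HEPG2 CAGA-GFP reporter cells (1000/well, DMEM with 1% FBS) received compounds, then recombinant TGF-beta at 500 pg/mL final for 18 hours at 37 degrees C. Per-cell GFP summed per well was normalised to unstimulated and stimulated DMSO controls before curve fitting.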
* = called active by the depositor; i = inactive; ? = inconclusive; · = not tested or not shown; & = joins results of further samples. Unless noted, calls come from the whole dose curve; as a rule, active = well fitted curve in the direction sought with a large enough effect; inconclusive = small, poorly fitted or top-dose-only effect, or another doubt; inactive = no such curve, though single readings can be large; an effect the other way counts as inactive or inconclusive.

SMILES	CCT chaperon mod	A549 viability	HepG2 viability	Nrf2 inh	ATXN viability	Nrf2 ARE act	Mm-Cpn inhibitor	Akt phos inh	TGFb SMAD3 inh
O=C(c1ccccc1F)N1CCOCC1	1.7	0.0%	12.2%	0.0%	i	-0.6%	-2.3%	i	0.0%
c1cncc(CSc2ccc(-c3cccs3)nn2)c1	-1.8	-6.9%	-16.6%	0.0%	i	3.6%	-6.1%	i	10.3%
O=c1c2ccccc2nnn1CSc1nnc(-c2cccnc2)n1-c1ccccc1F	-2.5	3.7%	-0.8%	2.9%	i	-0.4%	-0.3%	i	-1.9%
Cc1ccc(S(=O)(=O)N2CCCCC2)cc1NC(=O)c1ccc2ccccc2n1	1.4	-0.3%	-6.9%	11.9%	i	-0.1%	0.2%	i	-5.3%
CC(C)(C)c1ccc(C2/C(=C(\O)c3ccc4c(c3)OCCO4)C(=O)C(=O)N2CCCN2CCOCC2)cc1 (centres undefined)	-2.0	6.9%	6.8%	21.7%	i	-0.1%	-3.8%	i	-2.4%
COc1ccc(C)cc1N(CC(=O)Nc1cccc(N(C)S(C)(=O)=O)c1)S(C)(=O)=O	-1.0	-0.6%	-40.2%	-12.9%	i	0.3%	0.4%	i	?
CCN(CC(=O)Nc1c(F)cccc1F)C(=O)c1ccc(COc2ccccc2)o1	-5.1	-0.6%	-24.9%	-18.0%	i	0.2%	?	i	-9.8%
O=C(CSc1nnc(-c2ccccc2F)n1C1CC1)N1CCCC1	-1.9	·	-9.2%	·	i	-1.5%	·	i	-3.0%
CCOc1cc(/C=N/NS(=O)(=O)c2ccccc2)ccc1OS(=O)(=O)c1ccc(C)cc1	1.9	4.5%	2.5%	·	?	0.5%	0.7%	i	15.0%
COc1cc(OC)c(NS(=O)(=O)c2ccc3oc(=O)c4ncn(C)c4c3c2)cc1Cl	·	12.6%	-83.8%	19.2%	?	-1.9%	·	·	?
CC(=O)NN1C(=O)c2ccccc2NC1c1cccc([N+](=O)[O-])c1 (centres undefined)	0.3	-0.7%	5.7%	12.3%	i	-0.3%	0.7%	i	?
Cc1nc2scc(-c3ccc(Cl)cc3)c2c(=O)n1N	0.2	6.6%	-7.9%	1.5%	i	0.7%	1.3%	i	-12.8%
O=C(Nc1ccccc1)C1CCCN1/C=C/C(=O)C(F)(F)F (centres undefined)	-2.4	3.3%	-34.9%	?	i	3.0%	-1.3%	i	16.2%
Cc1occc1-c1nnc(SCC(=O)Nc2c(F)cccc2F)n1C	-0.2	3.8%	-2.0%	-16.9%	i	0.3%	3.4%	i	-1.1%
CSc1ccc(/C=C(\C#N)C(=O)NC2CCCCC2C)cc1 (centres undefined)	-2.8	7.1%	-53.2%	-12.1%	i	?	-2.0%	i	?
CCOC(=O)N1CCN(CC(=O)c2c(C)[nH]c3ccccc23)CC1	-0.8	-4.5%	5.9%	-6.3%	i	2.0%	-2.0%	i	0.0%
COCCNC(=O)CSc1nc2cc3c(cc2c(=O)n1CCCC(=O)NCc1ccc(OC)cc1)OCO3	-2.8	-0.2%&1.5%	-25.5%&0.2%	-20.1%	i	0.1%&-0.4%	-1.8%	i	-10.3%&-1.2%
CC(=O)Nc1c(C)nn(-c2ccccc2)c1N1CCC(C(=O)Nc2ccccc2F)CC1	·	-17.5%	-14.3%	·	·	3.4%	·	·	-2.7%
COc1ccc(C(=O)N2N=C(c3ccc(NS(C)(=O)=O)cc3)CC2c2cccs2)cc1 (centres undefined)	-3.9	?	-26.8%	?	?	5.3%	-2.4%	i	?
CN(C(=O)c1ccccc1C(=O)OCC(=O)Nc1ccccc1)c1ccccc1	-3.9	1.4%	3.5%	0.8%	i	-0.3%	0.2%	i	-15.3%

A second format for 2 compounds above.
molecule | CCT chaperon mod | A549 viability | HepG2 viability | Nrf2 inh | ATXN viability | Nrf2 ARE act | Mm-Cpn inhibitor | Akt phos inh | TGFb SMAD3 inh
Cc1ccc(S(=O)(=O)N2CCCCC2)cc1NC(=O)c1ccc2ccccc2n1 | 1.4 | -0.3% | -6.9% | 11.9% | i | -0.1% | 0.2% | i | -5.3%
CC(=O)Nc1c(C)nn(-c2ccccc2)c1N1CCC(C(=O)Nc2ccccc2F)CC1 | · | -17.5% | -14.3% | · | · | 3.4% | · | · | -2.7%

The list continues.
SMILES	CCT chaperon mod	A549 viability	HepG2 viability	Nrf2 inh	ATXN viability	Nrf2 ARE act	Mm-Cpn inhibitor	Akt phos inh	TGFb SMAD3 inh
Cc1cn(C2OC(CC(=O)Oc3ccccc3)C(O)C2O)c(=O)[nH]c1=O (centres undefined)	1.3	0.8%	-58.9%	-4.6%	i	0.0%	·	i	0.0%
Nc1c(NCc2ccccc2)c(=O)[nH]c(=O)n1Cc1ccccc1	-5.2	0.0%	-22.6%	16.9%	i	-0.1%	-1.1%	i	8.5%
COc1ccc(CNC(=O)C(=O)NCC2CCCO2)cc1 (centres undefined)	1.5	-0.9%	-21.4%	-25.1%	i	-1.0%	-3.8%	i	0.0%
c1ccc(Oc2cccc3cccnc23)nc1	1.2	2.4%	0.1%	0.0%	i	-0.2%	0.4%	i	5.7%
CC(C)C(=O)Nc1cccc(C(=O)Nc2ccc3c(c2)OCO3)c1	0.0	-13.7%	-7.6%	?	i	-0.6%	-0.9%	i	4.6%
CSc1nc(N2CCN(C)CC2)c2c(c1C#N)CC(C)(C)OC2	-2.6	-5.3%	-27.1%	?	i	2.4%	-0.2%	i	0.0%
C=CCNC(=O)/C(C#N)=C/c1ccccc1OCc1ccc(C(=O)OC)cc1	-0.2	?	-28.5%	-1.0%	i	12.9%	-3.1%	i	?
COc1ccc(NS(=O)(=O)c2cccc(C(=O)N(C)CC(=O)Nc3ccc(C)cc3)c2)cc1	-0.8	-0.1%	0.1%	-1.5%	i	0.7%	2.5%	i	0.0%
CC(=O)Nc1ccc(NC(=O)Cc2ccc(S(=O)(=O)N3CCCCC3)s2)cc1	-1.7	0.7%	-2.8%	-21.8%	i	-0.5%	0.9%	i	-14.0%
COc1cc2nc(CN(C)Cc3ccc(SC)cc3)[nH]c(=O)c2cc1OC	0.4	0.6%	-27.3%	-12.8%	i	-0.8%	-0.6%	i	-22.4%
CCOC(=O)Cn1nc(C)c(NC(=O)c2cccc([N+](=O)[O-])c2)c1C	0.4	0.1%	-1.6%	-8.9%	i	-0.5%	-0.8%	i	3.7%
C=CCn1c(SCC(=O)O)nc2sc(CC)cc2c1=O	-1.9	-4.7%	-2.2%	-2.2%	i	0.5%	-1.8%	i	-1.0%
O=c1c2ccccc2oc2ccc(C#CC3(O)CCCCC3)cc12	-2.9	-1.5%	-29.7%	?	·	-0.4%	·	i	?
O=C(c1cc(-c2ccccn2)nc2ccc(Cl)cc12)N1CCN(CCc2ccccc2)CC1	-0.8	-3.3%	13.4%	6.7%	i	0.1%	0.8%	i	?
O=c1[nH]c2cccnc2n(CCNc2ncc(C(F)(F)F)cc2Cl)c1=O	0.6	-0.6%	-7.6%	-14.2%	i	0.6%	-5.5%	i	2.0%
Cc1noc(-c2ccc(-c3noc(-c4ccccc4)n3)cc2)n1	·	9.8%	1.5%	·	i	3.8%	·	·	?
CCOc1ccc(NC(=O)CSc2nnc(C)n2Cc2ccccc2)cc1	-0.7	1.3%	-2.2%	8.9%	i	-0.6%	0.1%	i	2.5%
COc1cc(/C=C2\SC(=O)N(CCN)C2=O)ccc1OS(=O)(=O)c1cc(C)ccc1C	-2.0	-1.2%	-100.4%	-20.4%	?	-1.6%	-1.0%	i	?
CC(C)N(C)S(=O)(=O)c1ccc(NC(=O)C2=COCCO2)cc1	-0.8	0.6%	4.3%	12.9%	i	0.6%	-2.1%	i	8.0%
CCN(c1cccc(C)c1)c1ncnc2c1cnn2-c1cccc(Cl)c1	·	11.5%	-0.3%	·	i	3.1%	·	·	4.2%
O=C(c1ccc2c(c1)OCO2)N(c1ccc(Br)cc1)C1C=CS(=O)(=O)C1 (centres undefined)	-0.5	-6.4%	-21.0%	-6.5%	i	0.2%	0.9%	i	-8.1%
CCOC(=O)C(C)Sc1nnc(-c2c[nH]c3ccccc23)n1C (centres undefined)	1.4	-0.4%	-3.1%	0.0%	i	-0.6%	-1.2%	i	-6.2%
NS(=O)(=O)c1ccc(-n2ncc3c(=O)[nH]c(SCC(=O)Nc4nccs4)nc32)cc1	-3.3	2.5%	13.7%	18.7%	i	-0.5%	-1.8%	i	-3.4%
CC(=O)c1ccccc1NC(=O)CSc1n[nH]c(=O)n1C1CC1	0.9	3.7%	10.6%	-18.5%	i	3.6%	1.5%	i	13.9%
NNC(=O)c1sc2cc(C(F)(F)F)cnc2c1-c1cccs1	-2.4	1.0%	-26.2%	-14.0%	i	3.4%	0.5%	i	-12.6%
CN(C)CCn1c(=O)n(Cc2ccco2)c(=O)c2c3c(sc21)CCCCC3	-2.3	10.1%	-15.6%	?	i	0.6%	-1.6%	i	-0.2%
CCOCCCNc1nc2c(c(=O)n(C)c(=O)n2C)n1CCCc1ccccc1	1.2	-5.5%	-13.1%	?	i	0.0%	-0.2%	i	-2.1%
O=[N+]([O-])c1cccc(/C=N/Nc2nc(N3CCCCC3)nc(N3CCCCC3)n2)c1	1.7	3.8%	1.8%	2.7%	i	1.0%	0.3%	i	15.2%
O=C(c1ccccc1)N(NC(=O)C(O)(c1ccccc1)c1ccccc1)c1cccc(F)c1	-1.6	-13.7%	-13.9%	4.9%	?	-0.3%	-1.3%	i	?
CCCn1c(=O)[nH]c(=O)c2c(C(F)(F)F)cc(-c3ccc(C)cc3)nc21	-1.8	0.3%	-6.6%	-3.9%	i	-1.0%	0.5%	i	-8.2%
Cc1ccc(F)c(C2C3C=CCC(C)C3C(=O)N2Cc2ccccc2)c1 (centres undefined)	·	-12.0%	-99.9%	?	·	·	·	·	?
